From PubChem BioAssay
Yeast tox = yeast growth toxicity, wild-type and mutant, primary screen, cytotoxicity control for eIF2B function restoration project, wild-type and eIF2Bepsilon R284H mutant, A595; S. cerevisiae wild-type growth, A595 turbidity, 16 h; growth inhibition, % at 25 µM (by protocol); 30,000 tested, 0.3% active; AID 685, 2007;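 active means mutant and wild-type yeast strains alike exhibit over 30% growth inhibition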;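 further: 0% = untreated cell controls and 100% = YPD media blanks without cells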
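System – wild-type and eIF2Bepsilon-R284H mutant S. cerevisiae, screened separately · Measured by – absorbance at 595 nm (turbidity) · Timing – 16 h compound exposure during growth at 30 °C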
eIF2B yeast act = GCN4-lacZ reporter reduction in eIF2B-epsilon mutant yeast, primary screen, S. cerevisiae, eIF2B-epsilon R284H, Beta-Glo luminescence; inhibition, % at 25 µM (by protocol); 27,000 tested, 0.91% active; AID 688, 2007;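 active means mutant luminescence inhibited past about 50% while wild type luminescence and mutant growth stay under set limits, limit read from the data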; further: some compounds called inactive have numbers as strong as hits
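Material – yeast eIF2B-epsilon R284H mutant carrying GCN4–beta-galactosidase fusion · Medium – YPD yeast growth medium · Compound – one concentration, 25 µM, 0.25% DMSO · Times – 16 h at 30 °C exposure · Signal – Beta-Glo luminescence plus absorbance at 595 nm · Read-out – % inhibition of reporter signal and growth versus controls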
Yeast tox inhibition % = second read-out of Yeast tox, no call of its own (marks repeat the call); growth inhibition, %; S. cerevisiae eIF2Bepsilon-R284H mutant growth, A595 turbidity, 16 h;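 each compound tested once at 25 µM; 0% equals untreated cells and 100% equals cell-free medium blanks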
eIF2B yeast act mutant toxicity = also measured in eIF2B yeast act; calls as there; growth inhibition, %; measured here: mutant yeast growth, toxicity;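 each compound tested once at 25 µM; zero equals untreated control growth and 100 equals blank medium absorbance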
* marks the source's active call; other numbers are inactive results; / = not tested or not shown. Some of the compounds tested; rates above refer to the full screens.

SMILES	Yeast tox	Yeast tox inhibition %	eIF2B yeast act	eIF2B yeast act mutant toxicity
CCC(C)NC(=O)COc1ccc(S(=O)(=O)N2CCOCC2)cc1 (stereo not drawn)	4	-26	15	-26
CCCC(=O)C1=C(O)C(C(=O)OC)C(C)(C)CC1=Nc1ccncc1 (stereo not drawn)	11	10	0	10
CC(C(=O)Nc1ccccc1C(=O)N1CCOCC1)N(c1ccccc1)S(C)(=O)=O (stereo not drawn)	/	/	-33	/
COc1ccc(CCNC(=S)Nc2cccc(C)c2)cc1	21	18	/	/
COc1ccc(C(=O)COC(=O)C(C(C)C)N2C(=O)C3C4C=CC(C4)C3C2=O)cc1 (stereo not drawn)	-1	13	26	13
COC(=O)c1cc2ccsc2n1CC(=O)NCC1CCCO1 (stereo not drawn)	20	-16	-9	-16
Cc1ccc(O)c(C(=O)c2cc(C#N)c(=O)n(-c3c(C)n(C)n(-c4ccccc4)c3=O)c2)c1	8	14	/	/
Cc1ccccc1-c1noc(-c2ccccc2F)n1	19	11	/	/
CS(=O)(=O)N(CC(=O)NC1CCCCCC1)Cc1ccc(Cl)cc1	6	-19	/	/
CCc1nc(Nc2ccc(N3CCN(C(C)=O)CC3)cc2)c2oc3ccccc3c2n1	2	-8	18	-8
CC1CN(C(=O)Cn2c(C(F)(F)F)nc3ccccc32)CC(C)O1 (stereo not drawn)	31	23	31	23
COc1ccccc1C1NC(c2ccccc2OC)C(C)C(=O)C1C (stereo not drawn)	20	10	/	/
O=C(NCCN1CCOCC1)c1cccc(Cl)c1	/	/	13	/
CN1CCN(CC(O)COCc2ccc3c(c2)OCO3)CC1 (stereo not drawn)	-3	3	-23	3
O=S(=O)(c1ccc2c(c1)OCCO2)N1CCN(Cc2ccccc2)CC1	5	21	/	/
Cn1c(SCC(=O)OC2CCCCC2)nnc1-c1ccco1	-34	0	6	/
COc1nc(-c2ccccc2)ccc1-c1noc(-c2ccccc2)n1	-22	-33	-2	-33
Cc1ccc(S(=O)(=O)/C(C#N)=C/c2c(N3CCC(C(N)=O)CC3)nc3c(C)cccn3c2=O)cc1	8	7	/	/
CO/N=C/NC(=O)Cc1cn(-c2ncc(C(F)(F)F)cc2Cl)c2ccccc12	32	27	11	27
Cc1c(NC(=O)c2ccc3ncccc3c2)c(=O)n(-c2ccccc2)n1C	16	0	8	/
CCOC(=O)C1CCN(C(=O)c2cccc(Cl)c2)CC1	0	-10	11	-10
O=C(CSC1=NC(=O)C(c2ccccc2)C(=O)N1)Nc1ccccc1Cl (stereo not drawn)	13	8	/	/
CCC(CC)C(=O)NCCc1cc2ccc(OC)cc2[nH]c1=O	-1	0	/	/
O=C(COC(=O)CCc1c[nH]c(=O)[nH]1)Nc1ccccc1	7	10	1	10
CCCn1c(C(O)c2ccc3c(c2)OCO3)nc2ccccc21 (stereo not drawn)	-11	-17	9	-17
CCC(C)(C)n1nnnc1C(c1ccc(C)cc1)N1CCN(C(=O)c2ccco2)CC1 (stereo not drawn)	14	18	-9	18
O=C(O)CCCCCNS(=O)(=O)c1cccc2nsnc12	6	8	/	/
CC1(C)CC(=O)C2=C(C1)NCN(CCCN1CCOCC1)C2	10	2	-12	2
Cn1c(-c2sc(=S)n(-c3ccccc3)c2N)nc2ccccc21	4	-33	-9	-33
Cn1c(CCN2CCCCCC2)nc2cc(NC(=O)Nc3ccccc3)ccc21	6	-7	-18	-7
CCOc1ccc(NC(=O)CSc2nc(C)c3c(c2C#N)CCCC3)cc1	17	-10	8	-10
Cc1cc(C(=O)Nc2ccccc2)c(C)o1	10	21	/	/
COc1ccc(-c2nn(-c3ccccc3)cc2C2CC(c3cccs3)=NN2C(=O)CCCC(=O)O)cc1 (stereo not drawn)	8	5	/	/
CC(C)CNC(=O)c1cc2nc(C3CC3)cc(C(F)(F)F)n2n1	9	-9	57*	/
C=CCn1c(SCC#N)nc2c(c1=O)C(C)(C)Cc1ccccc1-2	1	-9	20	-9
O=C(OCCN1CCCC1)C1(c2ccccc2)CCCC1	9	-16	23	-16
O=C(Nc1ccc(Oc2cccc3ccccc23)cc1)c1ccco1	20	24	/	/
O=c1cc(CN2CCN(C/C=C/c3ccccc3)CC2)c2cc(O)ccc2o1	26	8	-8	8
O=C(O)c1nc(N2CCCCC2)ncc1Cl	10	-5	3	-5
CCC(Oc1ccccc1)C(=O)N1CC(C)CC(C)C1 (stereo not drawn)	2	-15	-7	-15
C#CCOC(=O)c1ccc(-n2cncn2)nc1	19	20	31	20
COC(=O)c1c(C)noc1-c1cc(C)on1	-2	5	11	5
COc1ccc(S(=O)(=O)N(C)c2ccc(C(=O)N3CCOCC3)cc2)cc1OC	16	0	-27	/
COc1ccc(NS(=O)(=O)c2ccc3c(c2)CCC(=O)N3)c(OC)c1	-8	-17	28	-17
c1n[nH]c(NCc2ccc3c(c2)OCO3)n1	-11	4	/	/
CCOC(=O)C1=C(C)N=c2s/c(=C3/C(=O)Nc4ccccc43)c(=O)n2C1c1ccc(C)cc1 (stereo not drawn)	-31	-33	/	/
O=S(=O)(c1ccc(Cl)cc1)N1CCC(N2CCCCCC2)CC1	6	0	17	/
COc1cc(OC)cc(C(=O)Nc2cccc(N3CCCC3)c2)c1	/	/	15	/
CCOc1ccccc1N1CCN(S(=O)(=O)c2ccc(F)c(F)c2)CC1	-2	0	/	/
N#CC1=C2C=CC=CN2CC1=O	/	/	-1	/
COC(=O)c1ccc(OCC2c3cc(OC)c(OC)cc3CCN2C(=O)C2CC2)cc1 (stereo not drawn)	9	6	17	6
CC1(C)CC2(CC(C)(C(=O)CSc3nc4ccccc4s3)OC2=O)C(=O)O1 (stereo not drawn)	4	-25	0	-25
CCOC(=O)Cc1c(C)nc2c(-c3ccc(OC)cc3)c(C)nn2c1C	15	-7	/	/
Cc1ccc(C)c(C(=O)CSc2nnnn2C(C)C)c1	9	0	22	/
C(=N\n1cnnc1SCc1ccccc1)/c1ccco1	13	0	21	/
Cn1c(CN2CCOCC2)c(C#N)c2ccccc21	9	3	/	/
CCOC(=O)c1sc(NC(=O)CSc2n[nH]c(-c3ccc(Cl)cc3Cl)n2)c(C#N)c1C	-6	14	32	14
COc1cccc(S(=O)(=O)NCc2ccc(C(=O)NCc3ccco3)cc2)c1	-5	8	26	8
COc1ccccc1-c1nnc(SCc2nc3ccccc3s2)n1C	21	20	/	/
Cc1cc(C)n(CC(O)Cn2c3ccccc3c3ccccc32)n1 (stereo not drawn)	19	16	11	16

Shown with two lines to a compound: part of the list above
Below each compound – Yeast tox, Yeast tox inhibition %, eIF2B yeast act, eIF2B yeast act mutant toxicity
N#CC1=C2C=CC=CN2CC1=O
→ /, /, -1, /
COC(=O)c1ccc(OCC2c3cc(OC)c(OC)cc3CCN2C(=O)C2CC2)cc1 (stereo not drawn)
→ 9, 6, 17, 6
CC1(C)CC2(CC(C)(C(=O)CSc3nc4ccccc4s3)OC2=O)C(=O)O1 (stereo not drawn)
→ 4, -25, 0, -25

Given as a markdown table: part of the list above.
| Structure | Yeast tox | Yeast tox inhibition % | eIF2B yeast act | eIF2B yeast act mutant toxicity |
| --- | --- | --- | --- | --- |
| COC(=O)c1ccc(OCC2c3cc(OC)c(OC)cc3CCN2C(=O)C2CC2)cc1 (stereo not drawn) | 9 | 6 | 17 | 6 |
| Cc1cc(C)n(CC(O)Cn2c3ccccc3c3ccccc32)n1 (stereo not drawn) | 19 | 16 | 11 | 16 |
| CCOC(=O)c1sc(NC(=O)CSc2n[nH]c(-c3ccc(Cl)cc3Cl)n2)c(C#N)c1C | -6 | 14 | 32 | 14 |
| COc1ccccc1-c1nnc(SCc2nc3ccccc3s2)n1C | 21 | 20 | / | / |

Other entries:
SMILES	Yeast tox	Yeast tox inhibition %	eIF2B yeast act	eIF2B yeast act mutant toxicity
Cc1cc(NC(=O)c2cc(S(=O)(=O)N3CCCCC3)ccc2C)n(-c2ccccn2)n1	12	-32	16	-32
CCCS(=O)(=O)N1CCC(C(=O)NCCCN(CC)c2cccc(C)c2)CC1	0	-3	36	-3
COc1ccccc1-n1c(SCC(=O)N2CCOCC2)nc(O)c(Cc2ccccc2)c1=O	4	-10	13	-10
Cc1ccc(CNC(=O)Cn2ccc3ccccc3c2=O)o1	30	-14	19	-14
CCCc1cc(=O)[nH]c(Nc2ccc(O)cc2)n1	2	-3	/	/
O=C(Nc1ccccc1O)c1cc(S(=O)(=O)N2CCOCC2)ccc1Cl	/	/	3	/
CN(Cc1nc2ccccc2c(=O)[nH]1)Cc1cc(=O)oc2ccc3ccccc3c12	8	9	17	9
CCCCn1nnnc1SCC(=O)Nc1ccc2c(c1)OCCO2	6	-3	/	/
O=C(CSc1ccccn1)N1CCN(c2ccc(Cl)cc2)CC1	-1	8	/	/
O=C(NC(=O)N1CCN(c2ccccc2)CC1)c1ccc(Cl)cc1	-16	-17	20	-17
CC(C)C1Cc2c(sc3[nH]c(=S)n(Cc4ccccc4)c(=O)c23)CO1 (stereo not drawn)	3	14	23	14
CCOC(=O)C1=C(C)NC(=S)N(C(C)=O)C1c1ccccc1 (stereo not drawn)	-21	-3	-21	-3

Full records as entered above. Order of values: Yeast tox | Yeast tox inhibition % | eIF2B yeast act | eIF2B yeast act mutant toxicity
O=C(CSc1ccccn1)N1CCN(c2ccc(Cl)cc2)CC1 reads -1 | 8 | / | /
CCOC(=O)C1=C(C)NC(=S)N(C(C)=O)C1c1ccccc1 (stereo not drawn) reads -21 | -3 | -21 | -3
O=C(Nc1ccccc1O)c1cc(S(=O)(=O)N2CCOCC2)ccc1Cl reads / | / | 3 | /
Cc1cc(NC(=O)c2cc(S(=O)(=O)N3CCCCC3)ccc2C)n(-c2ccccn2)n1 reads 12 | -32 | 16 | -32
O=C(NC(=O)N1CCN(c2ccccc2)CC1)c1ccc(Cl)cc1 reads -16 | -17 | 20 | -17

(listing goes on)
SMILES	Yeast tox	Yeast tox inhibition %	eIF2B yeast act	eIF2B yeast act mutant toxicity
CCCCn1c(N)c(Sc2ccc(Cl)cc2)c(=O)[nH]c1=O	6	23	/	/
CCCn1cc2c(c1-c1cccc(C)c1)c(=O)n(C)c(=O)n2C	10	-19	21	-19
CO/N=C\C(=N\Nc1ccc(OC)cc1)C(=O)c1ccccc1	31	27	22	27
Nc1nc(CSCCO)nc(Nc2ccccc2)n1	-10	-29	21	-29
CCOC(=O)C1CCN(C(=O)Cc2c(C(=O)O)n(C)c3ccccc23)CC1	32	12	-8	12
CCC(C)Sc1nc2c(c(=O)[nH]c(=O)n2C)n1C (stereo not drawn)	5	-3	5	-3
CCOC(=O)CSc1nc2ccc(N)cc2s1	15	22	24	22
O=C(CCCc1ccccc1)Nc1cccc2c1CCCC2	0	-19	13	-19
CCCc1cc(=O)[nH]c(/N=C(\N)Nc2ccccc2)n1	4	-32	0	-32
CCc1noc(C)c1C(=O)Nc1ncc(C)s1	11	17	-6	17
Cc1cc(-n2nc(C)cc2C)n2nc(C)c(-c3ccc(Cl)cc3)c2n1	6	0	20	/
O=C(NCCCO)c1nnc(Cc2c(F)cccc2Cl)o1	-15	5	-2	5
CNC(=O)CN(C#N)c1nc(N(C)C)nc(N(C)C)n1	/	/	-18	/
